Screening data: PubChem, several laboratories
Granule exo inh – lytic granule exocytosis inhibition; inhibition, % at 10 µM; TALL-104 LAMP-1 surface exposure, flow cytometry; cells stimulated with thapsigargin and PMA; AID 651702; hit rate 0.66% among 360,000;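 active means inhibition above about 55%, limit read from the data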
CaV13 FRET inh – Disruptors of the CACNA1D IQ motif to Ca2+-dependent inactivation inhibitor domain association, primary screening, Förster resonance energy transfer in intact living …; HEK cells, CFP/YFP FRET ICDI-IQ, plate reader, 10 min; percent FRET-ratio fall versus neutral wells; inhibition, % at 12.3 µM; hit rate 0.098% among 340,000; AID 743397;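 active means mean replicate inhibition of at least 30% and at least 1% of replicates passing that level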;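 further: 0% = median of the neutral control wells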
Vif imaging – inhibitors of HIV Vif; inhibition, % at 7.49 µM; hit rate 0.35% among 340,000; HEK293T cells, Vif self-association by quenched fluorescence, imaging, 24 h; in the data active means inhibition above about 50%, passing the limit was not always enough; further: some results filed as inactive read as strong as hits
N-glyco inh – blocks N-linked glycosylation in D54 reporter cells; D54 ERlucT glycosylation luciferase reporter, 24 h; percent of 100 nM tunicamycin response; reporter increase, % at 12.5 µM; hit rate 0.23% among 360,000; AID 588692;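 active means mean luciferase reporter signal, scaled so untreated is 0 and the glycosylation-blocking control 100, at or above a set limit in every replicate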;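 further: luciferase carries N-glycosylation sites so blocking glycosylation raises the light; 0% = median of neutral control wells and 100% = median of 100 nM tunicamycin wells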
PDI turbidity – inhibitors of human protein disulfide isomerase | P07237 | PDI insulin aggregation turbidity, A650, 90 min | inhibition, % at 10 µM | hit rate 0.052% among 350,000 | AID 588391;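 active means mean inhibition across replicates of 30% or more, whatever share of single replicates reach that level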;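 further: absorbance from insulin aggregation driven by PDI reduction with DTT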
hiPSC survival – hiPSC single-cell survival enhancement; ATPlite luminescence; 100% = ROCK inhibitor wells, 0% = DMSO; survival enhancement, % at 20 µM; hit rate 0.044% among 360,000; AID 602274; in the data active means survival enhancement above about 18%;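 further: cells exposed to compounds for 16 hours before the ATP read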
H9c2 protect – myocardial damage modulation in H9c2 cells | protection from H2O2 cell death, % at 20 µM | AID 588492 | hit rate 0.63% among 360,000 | H9c2 cardiomyocytes, H2O2 injury protection, ATPLite, 2 h;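 active means compounds giving at least 50% protection of heart cells from peroxide-induced death in the single-dose screen, raw or plate-pattern-corrected value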;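 further: 0% = DMSO wells with peroxide and 100% = DMSO wells without peroxide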
ABCB6 inh MLPCN – human ABCB6 transporter inhibition; K562-ABCB6 porphyrin accumulation, flow cytometry, 1 h; stronger effect = lower value; Q9NP58; hit rate 0.19% among 360,000; fluorescence ratio to DMSO, % at 10 µM;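 active means fluorescence ratio to DMSO below 75%, the collection mean minus 3 SD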;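 further: signal is porphyrin accumulated inside mitochondria; 100% equals median channel fluorescence of DMSO control wells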
Target sequence (Q9NP58 whole entry, looked up): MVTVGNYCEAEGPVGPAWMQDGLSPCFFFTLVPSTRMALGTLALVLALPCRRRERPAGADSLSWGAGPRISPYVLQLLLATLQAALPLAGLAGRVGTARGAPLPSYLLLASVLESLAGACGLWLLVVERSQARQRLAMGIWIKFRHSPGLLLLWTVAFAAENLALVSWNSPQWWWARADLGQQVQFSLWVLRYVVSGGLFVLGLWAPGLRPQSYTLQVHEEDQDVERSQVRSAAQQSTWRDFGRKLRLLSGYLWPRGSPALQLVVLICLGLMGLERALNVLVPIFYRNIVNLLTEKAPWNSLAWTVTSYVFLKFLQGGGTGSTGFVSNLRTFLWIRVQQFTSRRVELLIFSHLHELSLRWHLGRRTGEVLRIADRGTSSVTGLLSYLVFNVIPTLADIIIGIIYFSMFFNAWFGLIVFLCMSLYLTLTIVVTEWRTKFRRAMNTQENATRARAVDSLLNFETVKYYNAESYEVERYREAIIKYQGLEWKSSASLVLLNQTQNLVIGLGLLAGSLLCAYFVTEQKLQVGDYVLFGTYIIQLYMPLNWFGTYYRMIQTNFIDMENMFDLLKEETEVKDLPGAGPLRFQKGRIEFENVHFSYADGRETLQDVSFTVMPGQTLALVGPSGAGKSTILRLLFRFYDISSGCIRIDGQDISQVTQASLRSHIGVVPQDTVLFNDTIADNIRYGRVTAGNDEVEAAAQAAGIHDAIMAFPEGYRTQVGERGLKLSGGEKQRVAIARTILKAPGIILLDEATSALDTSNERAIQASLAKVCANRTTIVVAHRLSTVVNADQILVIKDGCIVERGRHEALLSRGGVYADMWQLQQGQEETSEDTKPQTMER
aDG glyco act – increases alpha dystroglycan glycosylation; Pro5-aDG cells, alpha-DG glycosylation AlphaScreen (IIH6); 0% Pro5, 100% B10-LARGE cell signal; activation, % at 10 µM; hit rate 0.22% among 360,000;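 active means activation of at least 8% versus controls, or a plate z-score of at least 8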;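 further: Pro5 are CHO cells carrying HIG-tagged alpha-DG that lacks glycosylation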
m5-HT2A agonist – activates the mouse 5-HT2A serotonin receptor; P35363; CHO-K1 mHTR2A beta-arrestin complementation, luminescence; percent of 30 µM serotonin response; activation, % at 7.6 µM; hit rate 0.66% among 360,000; AID 624169;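 active means activation above a run cutoff, the mean activation of all tested compounds plus 3 SD, cut at about 14% in these data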;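 further: 0% = plate median of compound wells and 100% = 30 µM serotonin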
Starred values were filed as active, the others as inactive; / = no result given.

SMILES,Granule exo inh,CaV13 FRET inh,Vif imaging,N-glyco inh,PDI turbidity,hiPSC survival,H9c2 protect,ABCB6 inh MLPCN,aDG glyco act,m5-HT2A agonist
Cc1csc(SCC(=O)O)n1,1,0,19,0,-8,-2.4,2,94,0.4,3
COc1ccc(C(=O)N2CCCC(Nc3ccc(F)cc3)C2)c(OC)c1 (centres undefined),20,/,-4,1,5,0.0,1,99,0.0,13
O=C(CCNC(=O)N1CC(=O)Nc2ccccc21)Nc1cccc(Cl)c1,-4,-7,-13,8,-3,-0.3,0,109,0.0,-1
CC(=O)/C(C=Nc1noc(C)c1Br)=C(\C)O,5,-5,7,1,-2,-0.1,-1,105,0.1,4
Cc1cc(C(=O)O)c(=O)[nH]c1C,0,-13,2,1,-15,0.4,-1,93,0.0,1
O=C(O)c1nc(-c2ccccc2)n(-c2cccc(C(F)(F)F)c2)n1,-3,-6,9,3,-1,0.0,6,106,0.2,4
O=c1[nH]cnc2c1cnn2Cc1ccccc1Cl,-9,-3,-14,0,1,-0.5,4,97,0.0,8
Cc1cc(NC(=O)COC(=O)Cn2c(C)csc2=O)ccc1Br,-2,-4,-3,1,-5,-0.4,-3,88,-0.2,3
O=C(O)c1ccc(S(=O)(=O)c2ccc3c(c2)C(=O)N(NC(=O)c2ccccc2)C3=O)cc1,9,4,-1,1,-4,-0.5,-1,93,-0.7,0
Cc1nn2c3ccccc3nc2n(C)c1=O,0,1,-3,3,-3,2.1,4,104,-0.5,-3
CCOc1ccc(OCC(=O)OCC(=O)N2CCN(S(=O)(=O)c3ccc(C)cc3C)CC2)cc1,-6,-5,17,2,-5,0.0,8,96,-0.9,7
COc1ccc(-c2nc3n(n2)C(c2ccncc2)C(C(N)=O)=C(C)N3)cc1 (centres undefined),-1,-4,/,0,2,-0.2,11,97,-0.2,1
CC(O)CNc1nc(NCc2ccccc2)c2cnn(C)c2n1 (centres undefined),-2,-18,-2,0,2,-0.1,0,95,-0.1,-7
O=C(COc1ccc(S(=O)(=O)N2CCOCC2)cc1Cl)NCCN1CCOCC1,-7,-7,-4,2,15,-0.7,4,101,-0.1,11
CC(C)=CCC/C(C)=C/CC/C(C)=N/O,2,-4,29,1,6,5.3,-1,96,-0.1,-3
COc1ccc(N2C(=O)CC2(/C=C/c2ccccc2OC)C(=O)NC2CCCC2)cc1 (centres undefined),-7,-3,-10,-1,4,3.0,7,94,-0.3,-1
O=C(CN(CC1CCCO1)S(=O)(=O)c1ccc(S(=O)(=O)NC2CC2)cc1)Nc1ccccc1 (centres undefined),0,0,-3,-1,-2,5.0,15,104,-0.1,-2
C[C@H]1CN([C@@H](C)CO)S(=O)(=O)c2ccc(-c3cncnc3)cc2O[C@H]1CN(C)C(=O)NC1CCCC1,-2,-9,-2,2,11,2.6,2,99,0.2,7
CCC(=O)c1c(NC(CC)CO)cc(C)oc1=O (centres undefined),-1,7,-1,1,-2,-0.6,0,95,-0.1,2
CCc1ccc(OCC(=O)NN2Cc3ccccc3C2=N)cc1,-2,4,7,3,-5,-1.6,4,94,0.2,-1
O=C(Nc1nc(-c2ccccn2)cs1)C1CC1,0,-7,-1,1,10,-0.7,24,98,0.1,0
CCn1c(CSCc2ccc(Cl)cc2)nnc1SCC(=O)Nc1cccc(C(=O)O)c1,-6,-4,-7,1,-3,1.6,-3,87,-0.3,7
CCOc1ccc(/C=N/NC(=O)CSc2n[nH]c(=O)[nH]c2=O)cc1OC,11,-4,10,2,0,-0.6,4,104,-0.3,3
Cc1c(NC(=O)COC(=O)C23CC4CC(CC(Br)(C4)C2)C3)c(=O)n(-c2ccccc2)n1C,-4,0,7,-1,7,0.4,2,93,0.1,-3
COC1c2ccccc2C(=O)N1CCc1ccc(Cl)cc1 (centres undefined),7,2,7,-1,2,-0.2,-5,95,0.1,-2
FC(F)(F)c1cccc(-c2nc(COc3ccc(Cl)cc3Cl)no2)c1,-5,-20,7,3,-2,0.1,-1,93,0.0,-6
Cc1ccc(C(=O)c2cc3ccccc3o2)cc1C,-3,/,0,-5,-5,3.1,-24,93,0.3,-1
O=c1n(-c2ccc(Br)cc2)cnn1-c1ncccc1[N+](=O)[O-],-6,-4,-2,0,1,0.2,5,94,0.0,-2
Cc1ccc(NC(=S)NNC(C)(C)C)cc1,-5,-5,2,1,2,-0.3,-2,99,0.6,-1
Cc1ccc(C)c(N2CCN(CCCNC(=O)CCn3c(=O)c4cccn4c4cccnc43)CC2)c1,3,-3,-3,1,1,-0.3,4,103,0.1,-13
Cc1cc(C)c2cccc(NC(=S)NC(=O)c3ccccc3)c2n1,7,-11,0,2,-2,-1.0,5,99,-0.1,1
Cn1c(SCC(=O)NNC(=O)Cc2ccccc2)nc2ccccc2c1=O,-2,-5,2,-3,8,0.5,-9,91,0.2,1
O=C1COc2ccc(S(=O)(=O)N3CCN(c4ccccc4F)CC3)cc2N1,-12,-6,14,0,19,-0.3,-10,101,0.2,0
N#CCSc1nc2cc(C(=O)N3CCCC3)ccc2c(=O)n1Cc1ccccc1,1,/,8,-4,-2,2.0,4,100,1.1,4
CCc1nnc(NC(=O)c2ccc(S(=O)(=O)N(C)c3ccccc3)cc2)o1,1,-2,16,0,2,-1.3,18,97,-0.2,1
CN(C(=S)NCCN1CCOCC1)C(c1ccccc1)c1ccccc1,2,-4,18,3,-1,-0.6,-2,92,1.3,-2
COc1cccc(OCCOCC(O)CN2CCN(Cc3ccc(Cl)cc3)CC2)c1 (centres undefined),-6,-15,-2,-3,-65,-1.4,-3,105,0.5,-10
O=C1C2CCCCN2C(=O)N1CCCN1CCN(c2ccc(F)cc2)CC1 (centres undefined),-5,-2,-12,2,0,1.0,4,99,-0.1,-8
CN(C)c1ccc(-c2ccc([C@H]3[C@@H]4C=CCC[C@@]4(C)C(=O)N3Cc3ccccc3)c(F)c2)cc1,-2,-5,/,-6,2,-3.1,-12,93,-0.4,-3
COc1ccc(N/C=C/C(=O)c2ccc(Cl)cc2)cc1,-5,-9,5,-9,2,-1.1,-12,101,0.1,1
COc1ccccc1C(=O)N1CCN(C(=O)[C@H]2O[C@@H](n3ccc(=O)[nH]c3=O)[C@H](O)[C@@H]2O)CC1,-1,-9,-5,-1,/,-4.3,2,97,0.2,4
Cc1ccccc1S(=O)(=O)N(C)C[C@@H]1OCc2cnnn2CCCC(=O)N([C@@H](C)CO)C[C@@H]1C,-6,-4,-7,2,5,0.0,3,93,-0.1,1
C=CCN1C(=O)C(Cc2ccc(F)cc2)S/C1=N/N=C/c1ccco1 (centres undefined),-2,-5,3,-3,11,1.2,6,103,0.0,0
CCCCNC(=O)C1(C)CCC(=O)N1CCCn1ccnc1 (centres undefined),1,-9,/,3,/,-0.6,2,102,0.0,-2
COc1cc(NS(=O)(=O)c2ccc(N/C=C(\C=O)c3nc4cc(Cl)ccc4o3)cc2)nc(OC)n1,-1,-8,10,4,-6,-1.4,-12,112,0.1,4
CC(=O)Nc1ccc(C(=O)OCC(=O)NCc2ccc3c(c2)OCO3)cc1,-4,-5,9,-1,-5,1.0,-2,104,0.0,-4
N/C(=N\OC(=O)c1ccccc1Cl)c1ccccc1,-1,-4,-6,-18,8,-3.9,-22,95,-0.2,-3
C/C(=N\NC(=O)OC(C)(C)C)c1ccc(-n2ccnc2)cc1,0,-8,-8,0,-3,-0.5,9,100,0.0,3
CCC1(CC)NC(=O)N(CC(=O)OC(C)C(=O)Nc2ccc(S(N)(=O)=O)cc2)C1=O (centres undefined),10,-1,-7,0,-5,-1.1,5,108,-0.2,2
CCCCOc1ccc(N2CC(C(=O)NCCc3ccc(OC)c(OC)c3)CC2=O)cc1 (centres undefined),0,-4,-3,-2,2,-2.9,7,105,0.3,0

Next section; the last 2 above are carried over.
SMILES,Granule exo inh,CaV13 FRET inh,Vif imaging,N-glyco inh,PDI turbidity,hiPSC survival,H9c2 protect,ABCB6 inh MLPCN,aDG glyco act,m5-HT2A agonist
CCC1(CC)NC(=O)N(CC(=O)OC(C)C(=O)Nc2ccc(S(N)(=O)=O)cc2)C1=O (centres undefined),10,-1,-7,0,-5,-1.1,5,108,-0.2,2
CCCCOc1ccc(N2CC(C(=O)NCCc3ccc(OC)c(OC)c3)CC2=O)cc1 (centres undefined),0,-4,-3,-2,2,-2.9,7,105,0.3,0
COc1ccc(-n2ncc3c2CC(C)(C)CC3NC(=O)C2=CC(=O)CC(C)(C)O2)cc1 (centres undefined),-5,-7,12,-6,8,0.3,8,101,-0.3,7
COc1ccc(C(=O)CNC2=NCCC2)cc1,2,1,-1,3,-9,0.0,6,93,-0.3,0
COc1ccc(CCNC(=O)CN2C(=O)CSc3ccc(S(=O)(=O)N4CCOCC4)cc32)cc1OC,4,-4,1,-3,6,0.2,6,101,0.2,1
Cc1cc(C)cc(OCC(=O)NNC(=O)CCN2C(=O)c3ccccc3C2=O)c1,-2,-18,5,0,-11,2.5,5,99,-0.5,3
CN(C)c1ccc(NC(=O)Cn2cc3c(n2)CCCC3)cc1,7,-2,-1,-2,/,-0.9,-29,101,-0.1,3
Cc1ccc(C)n1-c1ccc(C(=O)NN)cc1,-2,-4,0,2,1,-0.9,-8,101,0.1,1
C=CCOc1cccc(C2c3c(oc4ccc(F)cc4c3=O)C(=O)N2CCCN2CCOCC2)c1 (centres undefined),2,-2,6,2,/,1.6,0,100,-0.1,2
COc1cc(CCCN2C(=O)C(=O)NC[C@@H]2c2ccccc2)cc(OC)c1OC,-2,-11,/,1,4,-0.5,-2,97,-0.4,9
